Source: PubChem BioAssay
Mito fusion yeast = inhibitors of mitochondrial division or activators of mitochondrial fusion. S. cerevisiae fusion-defective mutant growth rescue, CellTiterGlo 48 h. Potency, µM (doses to about 46.1 µM), inactives show at the highest dose growth rescue (activation), most hits filed as activators. actives 0.23% (n = 320,000). AID 485298;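 further: potency means the concentration at half of the fitted maximal effect; % of control where 0% means no effect; nearly all actives have a fitted effect of over 45% in size; temperature-sensitive fusion mutants such as fzo1-1 at 37 °C on non-fermentable ethanol glycerol medium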
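Read-out: ATP-based luminescence (CellTiterGlo, 10 min ambient) reporting growth of fusion-defective ts yeast after 48 hours at 37C on glycerol/ethanol YPEG medium in the presence of compound.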
MLL CXXC-DNA inh = inhibitors of human MLL CXXC domain-DNA interaction; Potency, µM (top dose mostly 115 µM), inactives show at the top dose activity change, negative = inhibition, actives largely listed as inhibitors; AID 2662; MLL-CXXC / FITC-HOXA9 DNA fluorescence polarization; actives 0.037% (n = 290,000); active means well fitted inhibition curve with a large enough effect in the polarisation, with a control signal flat, not every such curve was filed as active; inconclusive means small, poorly fitted or top-dose-only effect, or effect the other way, or a change in a side signal; inactive means no such curve, though single readings can be large or run the other way; the % refers to the polarisation; further: potency means the concentration at half of the fitted maximal effect
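Steps: dispense CXXC domain solution (7 uM) → pin compounds or unlabeled HOX-A9 DNA control → 5 min ambient → add FLSN-HOX-A9 solution (50 nM) → spin → 30 min ambient → fluorescence polarization. Tris pH 7.5/NaCl/DTT/BSA buffer.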
TCR activator = activators of T cell receptors; primary human leukocytes, anti-CD3, IL-2 HTRF, 48 h; Potency, µM (titrated, usually from 9.22 µM), inactives show at the highest dose activation of IL-2 secretion, actives largely listed as activators; AID 504894; 330,000 tested, under 10 active; further: % of control where 0% means no effect
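Human primary leukocytes + a-CD3 beads + cpd, 48 hr; IL-2 in supernatant by HTRF (ex 320nm / em 665nm). No co-stimulatory signal supplied.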
MBNL1 CUG block = MBNL1-poly(CUG) RNA binding inhibition; TR-FRET MBNL1-His/biotin-(CUG)12 binding, 665/545 ratio; AID 2675; actives 0.036% (n = 280,000); Potency, µM (series often up to 57.5 µM), for the others: at the top dose activity change, negative = inhibition, most hits filed as inhibitors; active means well fitted inhibition curve with a large enough effect in the signal ratio, with a control signal flat, not every such curve was filed as active; inconclusive means small, poorly fitted or top-dose-only effect, or effect the other way, or a change in a side signal; inactive means no such curve, though single readings can be large or run the other way; the % refers to the signal ratio; further: potency means the concentration at half of the fitted maximal effect; on the % scale 0 is the no-effect control and ±100 the full control effect
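His-tagged MBNL1 binding to biotinylated (CUG)12 RNA was measured by TR-FRET using terbium anti-His antibody (0.055 ng/ul final) and streptavidin-XL665 (5 nM final). Compounds were titrated 92 nM to 58 uM; 60 min at room temperature.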
TSHR antagonist = human thyrotropin receptor antagonism; actives 0.2% (n = 330,000); TSHR-expressing cells, TSH-stimulated cAMP HTRF, 2 h; hits give low values; AID 504810; activity change, negative = inhibition, % at 11.5 µM;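 active means activity change below a set negative limit, meaning inhibition stronger than a set level, cut at about -70% in these data; inconclusive means activity change between two set negative limits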; further: on the % scale 0 is the no-effect control and ±100 the full control effect
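TSHR-expressing cells, 200/well, pre-treated with compound, then stimulated with EC80 TSH (4nM final) for 2 hours at 37 deg C. cAMP measured by competitive HTRF: anti-cAMP cryptate antibody in lysis buffer plus cAMP-d2, read after 30 minutes at room temperature.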
Menin MLL FP TR = menin-MLL binding inhibition, Texas Red mutant peptide; actives 0.23% (n = 270,000); Menin + Texas Red MLL mutant peptide, fluorescence polarization; Potency, µM (titrated, usually from 61.6 µM), without a hit: at the highest dose FP activity change, negative = inhibition, hits mostly inhibitors; AID 1768; active means well fitted inhibition curve with a large enough effect in the polarisation, with a control signal flat, not every such curve was filed as active; inconclusive means small, poorly fitted or top-dose-only effect, or effect the other way, or a change in a side signal; inactive means no such curve, though single readings can be large or run the other way; the % refers to the polarisation; further: potency means the concentration at half of the fitted maximal effect; % of control where 0% means no effect; many of its hits are not listed in these tables
A-T KAP1 phos = potential ataxia-telangiectasia treatments restoring KAP-1 phosphorylation. […] A-T fibroblasts, KAP-1 phosphorylation AlphaLISA; neocarzinostatin DNA damage 30 min before lysis. Potency, µM (series often up to 57.5 µM), without a hit: at the top dose activation, usual class: activators. actives 0.19% (n = 320,000). AID 485349; further: potency means the concentration at half of the fitted maximal effect; % of control where 0% means no effect; nearly all actives have a fitted effect of over 45% in size
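hTERT-immortalized A-T patient fibroblasts ([…]), 500 cells/well in OPTI-MEM, 1% FBS, got compounds for 60 min, then NCS for 30 min at 37C. Lysates were then assayed for phospho-KAP-1 by AlphaLISA (anti-pKAP1 donor, anti-KAP1 acceptor beads), 6 hr at 25C.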
Integrin act MD = activates integrin-mediated alleviation for muscular dystrophy; alpha7betagal myoblasts, beta-gal FDG fluorescence, 48 h; Potency, µM (highest dose often 38.3 µM), inactives show at the top dose activation, actives largely listed as activators; actives 0.064% (n = 350,000); AID 624291;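 further: potency means the concentration at half of the fitted maximal effect; 100% = response of the positive control SU9516; nearly all actives have a fitted effect of over 60% in size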
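alpha7betagal+/- myoblasts (passage 13, 250/well) treated 48 h at 37C with compounds at 1:260 dilution of DMSO stock. Lysed, then beta-galactosidase activity read as FDG fluorescence (ex 480/em 540) after 30 min, with pre-read for autofluorescence.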
S-ASM inh = inhibitors of human secretory acid sphingomyelinase | P17405 | placental ASM, HMU-PC fluorogenic substrate, 60 min | Potency, µM (titrated, usually from 57.5 µM), for inactives: at the top dose activity change, negative = inhibition, usual class: inhibitors | actives 0.006% (n = 340,000); further: potency means the concentration at half of the fitted maximal effect
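HMU-PC0 cleavage (9 uM final) by human placental ASM, 60 min at 37 °C following 10 min compound exposure at RT; stopped at pH 10, fluorescence Ex 386/Em 447 nm.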
PTAP TSG101 blk = blocks PTAP/TSG101 interaction to inhibit HIV-1 budding; Fluorescence polarization, FITC-PTAP peptide / Tsg101 binding; Potency, µM (titrated, usually from 115 µM), for the others: top-dose activity change, negative = inhibition, usual class: inhibitors; 340,000 tested, under 10 active; active means well fitted inhibition curve with a large enough effect in the main read-out, with a control signal flat, not every such curve was filed as active; inconclusive means small, poorly fitted or top-dose-only effect, or effect the other way, or a change in a side signal; inactive means no such curve, though single readings can be large or run the other way; further: potency means the concentration at half of the fitted maximal effect; % of control where 0% means no effect
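Fluorescence anisotropy tracks displacement of a FITC-tagged PTAP peptide (50 nM) from the Tsg101 binding domain (10 uM), following a 20 min room-temperature incubation at pH 7.5.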
An asterisk follows results filed as active; ? = inconclusive; / = not tested or not shown; [ ] = dose if it differs, or a comment. Unless noted, the call rests on the fitted dose curve; in most records, active means well fitted curve in the direction sought with a large enough effect; inconclusive means small, poorly fitted or top-dose-only effect, or another doubt; inactive means no such curve, though single readings can be large; an effect the other way counts as inactive or inconclusive. This is a subset. The share of hits here may be higher or lower than overall.

Below each compound: Mito fusion yeast | MLL CXXC-DNA inh | TCR activator | MBNL1 CUG block | TSHR antagonist | Menin MLL FP TR | A-T KAP1 phos | Integrin act MD | S-ASM inh | PTAP TSG101 blk
1. COc1ccc(C(=O)Nc2nnc(S(=O)(=O)N(C)Cc3ccc(F)cc3)s2)cc1OC
    0% | 0% | 0% | 76%[activator] | -25 | ? | -2% | -8% | -3% | -1%
2. COc1ccc(-n2c(Cc3cccn3C)nnc2SCC(=O)Nc2ccc(C(C)=O)cc2)cc1
    -1% | -7% | -1% | -7% | 28 | 2% | 14% | 17% | 0% | -3%
3. CC/C(O)=C1\C(=O)CCCC1=NCCc1c(C)[nH]c2ccc(C)cc12
    -5% | -5% | 4% | 2% | 5 | / | 36% | ? | 0% | 3%
4. COc1ccc(OC)c(C2N(c3cc(C)on3)C(=O)C3CCCN32)c1 (stereo not drawn)
    1% | 6% | -2% | 4% | 8 | -13% | 3% | -20% | 12% | 5%
5. CCC(C)[C@H](NC(=O)OC(C)(C)C)C(=O)N/N=C/c1ccc2cc(OC)ccc2n1 (stereo partly drawn)
    -2% | -8% | -5%[46.1 µM] | 36%[activator] | 0 | -8% | 0% | -4% | 0% | -8%
6. COc1ccccc1CNC(=O)C1CCCN(S(=O)(=O)c2cccc3nonc23)C1 (stereo not drawn)
    9% | 43%[activator] | -3% | ? | 7 | 9% | -5% | -30% | -1% | -5%
7. Cc1ccc(S(=O)(=O)N/N=C/c2cn(C)nc2C)cc1
    -6% | ? | 2% | -2% | -3 | -2% | -2% | -2% | 0% | -1%
8. Cc1cc(Br)ccc1OCC(=O)NNC(=O)Cc1ccccc1
    1% | 9% | 0%[46.1 µM] | -10% | -1 | 7% | 8% | -14% | 0% | -2%
9. CCCOc1ccc(CC(=O)NNC(=S)Nc2ccccc2)cc1Br
    -7% | 2% | 2%[46.1 µM] | 4% | 5 | 4% | 0% | -7% | -28% | -7%
10. COc1ccc(S(=O)(=O)N2CCC(n3cnc4cc(C(F)(F)F)ccc43)CC2)cc1
    8% | 9% | 2% | 14% | 16 | 6% | -12% | 2% | -5% | -2%
11. CCOC(=O)/C(N=Nc1c(C)n(C)n(-c2ccccc2)c1=O)=C(\C)O
    -5% | 0% | 0% | 20% | 1 | -2% | 2% | -20% | -1% | 7%
12. CC(C)CC1C(C#N)=C(N)SC(N)=C1C#N
    1% | ? | -2% | 9% | 6 | -1% | 2% | -10%[7.66 µM] | 1% | ?
13. CCOC(=O)C1CCCN(S(=O)(=O)c2ccc(-c3cc(C)no3)s2)C1 (stereo not drawn)
    -1% | 24% | 6% | 20% | -3 | / | 0% | 29% | -1% | -3%
14. Oc1ccc(Cl)cc1-c1cc(-c2ccccc2Cl)[nH]n1
    ? | -3% | -8%[46.1 µM] | 3% | -18 | ? | 4% | 8% | -5% | -3%
15. O=C(Nc1nc(-c2ccccn2)cs1)C1CC(=O)N(c2ccc3c(c2)OCCO3)C1 (stereo not drawn)
    -5% | 0% | 3%[46.1 µM] | / | 0 | -18% | 2% | -14% | 5% | -1%
16. NC(=O)CC(NC(=O)Cc1ccc(Br)cc1)c1ccc(N2CCN(c3ccccc3)CC2)c([N+](=O)[O-])c1 (stereo not drawn)
    4% | -25% | 8% | -2% | 16 | / | -73%[inhibitor] | 0% | -3% | 0%
17. O=C(CN1CCCCCC1)Nc1ccc(S(=O)(=O)N2CCOCC2)cc1
    2% | 16% | -8% | -8% | -8 | -9% | 7% | -15% | -1% | -2%
18. COC(=O)[C@H]1C[C@@H](c2ccccc2)[C@H](C)C1(C)C
    -6% | / | -3% | / | 18 | / | ? | -16% | -3% | -2%
19. COCCNC(=O)C(c1ccc(F)cc1)N(C(=O)CCC(=O)Nc1nccs1)c1cccc(C)c1 (stereo not drawn)
    -2% | -10% | 3% | 2% | 20 | 6% | 2% | 5% | 0% | -1%
20. COc1ccc(CNC(=O)CSc2nnc(C3CC3)n2C2CC2)cc1
    -1% | / | -1% | / | 0 | / | -1% | 1% | 0% | 1%
21. COc1ccc(C)cc1NC(=O)c1ccc2c(=O)n3c(nc2c1)CCCCC3
    ? | -2% | 4% | 3% | 3 | / | -5% | 7% | -1% | 0%
22. Nc1nc(-c2ccccc2)c(CCCOc2ccc(NC(=O)CBr)cc2)c(=O)[nH]1
    / | / | 1% | / | / | / | / | -48%[inhibitor] | 5% | 2%
23. COc1cc2c(c(OC)c1OC)-c1ccc(OC)c(=O)cc1C(NC(=O)c1ccccc1)CC2 (stereo not drawn)
    / | / | -7% | / | / | / | / | 6% | -3% | -3%
24. NS(=O)(=O)c1ccc(Sc2nc3ccccc3s2)c([N+](=O)[O-])c1
    -3% | 68%[activator] | 3% | ? | -8 | / | 5% | -78%[inhibitor] | -5% | -6%
25. CN1CCN(c2cc(=O)n(-c3ccc(Cl)cc3)c(=O)[nH]2)CC1
    -2% | -5% | 0% | -1% | 34 | 0% | -2% | 0% | 6% | 0%
26. COc1ccc(C(=O)Nc2ccc(C)cc2C(=O)c2ccccc2)c(OC)c1
    24% | 1% | -1%[46.1 µM] | 6% | -4 | -2% | 3% | 10% | -3% | -5%
27. N#CC(C#N)=Cc1ccc(OC(=O)c2ccccn2)cc1
    0% | 10% | -11%[46.1 µM] | 3% | -8 | -17% | -4% | -1% | 3% | -1%
28. CC(C)(C)NC(=O)CSCc1c(Cl)cccc1Cl
    15% | -5% | -3%[46.1 µM] | 0% | -1 | -9% | -3% | -14% | 3% | 1%
29. Nc1ccc2ccccc2c1N=Nc1ccccc1
    / | / | -2% | / | / | / | / | -52%[inhibitor] | ? | 0%
30. Cc1ccc(NC(=O)Cn2nnc(C(=O)NCCc3ccccc3)c2N)cc1Cl
    3% | 6% | 1% | -2% | 10 | ? | -1% | 18% | -2% | 0%
31. CC(OC(=O)c1cccc(N2C(=O)c3ccccc3C2=O)c1)C(=O)Nc1ccc(N(C)C)cc1 (stereo not drawn)
    -6% | -8% | 3%[46.1 µM] | / | -8 | 8% | -2% | 7% | 0% | -3%
32. C/C(=N\NC(=O)c1cc(O)cc(O)c1)c1ccc(NC(=O)Cc2ccccc2)cc1
    -2% | 2% | / | -8% | -3 | / | 0% | 10% | -5% | -5%
33. Cc1ccc(C(=O)N2CCN(C(=O)c3ccc(C)cc3)C2)cc1
    1% | 11% | 0% | -5% | 2 | -15% | -5% | -33% | 4% | -4%
34. COc1ccc(C(=O)NCCc2nnc3ccc(SCC(=O)Nc4ccccc4)nn23)cc1
    -9% | -3% | 7% | 1% | -20 | / | -5% | 19% | -1% | -6%
35. CCOc1ccc(CN(C)CC(O)COC(c2ccc(OC)cc2)c2ccc(OC)cc2)cc1 (stereo not drawn)
    -25% | 4% | 5% | -7% | -4 | -25% | -4% | -42% | -1%[11.5 µM] | -5%
36. N#C/C(=C\c1cccc(O)c1)C(=O)Nc1ccc2c(c1)OCCO2
    1% | -8% | 2% | -10% | 17 | / | 6% | -6% | 3% | -12%
37. CCc1noc(C)c1C(=O)N1CCCC(C(=O)c2cc(F)ccc2OC)C1 (stereo not drawn)
    0% | -10% | -4% | 10% | -8 | 0% | 0% | -9% | 0% | -5%
38. CCNC(=O)OCc1cn(-c2ccccc2)nn1
    17% | -2% | -2% | 2% | 7 | -12% | 0% | -5% | 1% | -5%
39. CNC(=O)OC(C)CNS(=O)(=O)c1ccc(C)cc1 (stereo not drawn)
    -2% | -2% | 0% | -12% | 9 | -5% | -3% | 16% | 37% | 0%
40. COC(=O)/C(=C/N(C)C)C(=O)N1CCN(c2ccc(Cl)c(Cl)c2)CC1
    -1% | 21% | -10% | 2% | 6 | -20% | 1% | 10% | 3% | 1%
41. CC(NC(=O)C(Cc1ccccc1)N1C(=O)C2C3CCC(C3)C2C1=O)c1ccccc1 (stereo not drawn)
    3% | 3% | 4% | 13% | 9 | 15% | -7% | 3% | 1% | 0%
42. COc1ccc(/C=C2\SC(=S)N(CC(=O)N(C)C3CCS(=O)(=O)C3)C2=O)cc1 (stereo not drawn)
    19% | 23% | 0% | ? | 14 | 17% | 0% | -21% | -22% | -6%
43. O=C(NCCS(=O)(=O)N1CCCCCC1)c1ccccc1
    -1% | / | 1% | / | 3 | / | 7% | 11% | 6% | -1%
44. NS(=O)(=O)c1ccc(CNC(=O)c2ccncc2)cc1
    1% | 15% | -2% | -3% | -5 | -7% | 3% | -10% | 4% | -3%
